# TAG inh – inhibitors of triacylglycerol accumulation, primary screen, cell-based, uHTS, fluorescence, H9c2; H9c2 cells, Nile Red lipid (TAG) fluorescence; cells loaded with 200 µM oleic acid; inhibition, % at 12.5 µM; 230,000 compounds, 0.66% hits;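 active means pattern-corrected inhibition of lipid staining of at least 50% with the nuclear-stain viability signal not falling by more than 50%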;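 further: 0% = DMSO wells and 100% = triacsin C control wells; some results filed as inactive read as strong as hits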
# TAG inh DAPI viability – further read-out of TAG inh, marked with its call; DAPI nuclei signal change (viability), lower = more cytotoxic, %;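 whole-well DAPI fluorescence read on a plate reader as a viability signal; minus 50 percent equals half of cells still viable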
# * marks the source's active call; other numbers are inactive results. Only part of the results is shown; rates above refer to the full screens.
# Sample of the layout:
SMILES,TAG inh,TAG inh DAPI viability
CC(C)CC1C(=O)N(Cc2cn(CC3CCCCC3)nn2)CCS(=O)(=O)N1Cc1ccc(-c2ccc(F)nc2)cc1 (stereo not given),17,11
Cc1csc2nc(O)c(C(=O)NCC3CCCO3)c(=O)n12 (stereo not given),24,0
CCN(CC(=O)Nc1c(F)cccc1F)C(=O)CNC(=O)c1ccc2c(c1)OCO2,-4,3
COc1ccccc1N=C1SCC(=O)N1Cc1ccco1,-12,10

# The listing, from the first entry:
SMILES,TAG inh,TAG inh DAPI viability
CC(C)CC1C(=O)N(Cc2cn(CC3CCCCC3)nn2)CCS(=O)(=O)N1Cc1ccc(-c2ccc(F)nc2)cc1 (stereo not given),17,11
Cc1csc2nc(O)c(C(=O)NCC3CCCO3)c(=O)n12 (stereo not given),24,0
CCN(CC(=O)Nc1c(F)cccc1F)C(=O)CNC(=O)c1ccc2c(c1)OCO2,-4,3
COc1ccccc1N=C1SCC(=O)N1Cc1ccco1,-12,10
OC(CN1CCN(c2ccccc2)CC1)c1ccc2c(c1)CCN2 (stereo not given),-8,5
CCCCOC(=O)C(NC(=O)c1ccccc1)=C(C)C,-10,5
CCC1(c2ccc(F)cc2)NC(=O)N(CC(=O)NCC(=O)Nc2cccc(C)c2C)C1=O (stereo not given),-12,10
Cc1ccc(C(=O)NCCCN2CCOCC2)cc1N1CCCC1=O,-18,0
O=C(Nc1ccncc1NC(=O)c1cccc([N+](=O)[O-])c1)c1cccc([N+](=O)[O-])c1,10,4
Cc1ccc(NC(=O)Cn2ncc(Cl)c(Cl)c2=O)cc1S(=O)(=O)N1CCCCC1,8,-1
O=C(COc1cccnc1[N+](=O)[O-])NCCc1ccccc1,7,0
COc1ccc2c(CC(=O)OCC(=O)NC(=O)c3cccn3C)coc2c1,-2,-7
CC(=O)NC1(c2ccc(F)cc2)CCN(C(=O)c2c(F)cccc2F)CC1,-14,13
COc1ccc(-c2cc(C(=O)NCC3CCCO3)c3ccccc3n2)cc1 (stereo not given),-12,37
CCc1sc(C(=O)Nc2cccc(-n3cnnn3)c2)cc1C,-14,13
Cc1ccc(C)c(NC(=O)NNC(=O)c2cc3ccccc3cc2O)c1,-3,-2
O=C(NC1CCCC1)C(c1ccc(Cl)cc1)N1CCN(C2CCCCC2)CC1 (stereo not given),5,7
O=C(COC(=O)/C=C/c1ccccc1)NC1CCS(=O)(=O)C1 (stereo not given),22,-8
CCC(C)NC(=O)CC(NS(=O)(=O)c1ccc(NC(C)=O)cc1)C(C)C (stereo not given),-3,8
CCOc1ccc(OCCNC(=O)c2ccc3c(c2)nnn3CC)cc1,-5,-1
COc1cccc2sc(N(CCN(C)C)C(=O)c3ccc(S(=O)(=O)N4CCCC4)cc3)nc12,-11,3
Cn1cc(C2OC(=O)c3ccccc32)c2ccccc21 (stereo not given),10,-2
COc1ccc(N2CCN(S(=O)(=O)/C=C/c3ccccc3)CC2)cc1,6,-3
CCN(CC)C(=O)N1CCC(NC(=O)c2ccccc2)CC1,-20,16

# Retrieved by compound from above (two):
SMILES,TAG inh,TAG inh DAPI viability
Cn1cc(C2OC(=O)c3ccccc32)c2ccccc21 (stereo not given),10,-2
CCC(C)NC(=O)CC(NS(=O)(=O)c1ccc(NC(C)=O)cc1)C(C)C (stereo not given),-3,8

# Following part:
SMILES,TAG inh,TAG inh DAPI viability
Cc1cc(C)cc(N(CC(=O)NCc2ccco2)S(=O)(=O)c2c(C)noc2C)c1,4,-2
NS(=O)(=O)c1ccc(CNC(=O)Cc2ccsc2)cc1,-2,2
CN(C)c1ccc(C=c2c3ccccc3n3c2c2ccccc2[n+]3C)cc1,-34,-12
COc1cc(C2c3cc4c(cc3OC(NCc3ccccc3)C2C)OCO4)cc(OC)c1OC (stereo not given),30,-15
CC(=O)Nc1ccc2c(c1)ncn2C1CCCCC1,23,-4
CCOC(=O)C(=CNc1ccc(O)c(C(=O)OC)c1)C(=O)OCC,-19,6
CC(C)(C)c1ccc(/C=N/Nc2cccc(C(=O)O)c2)cc1,0,-1
CCC(=O)Nc1cccc(C(=O)Nc2nccs2)c1,8,7
O=C(COc1ccc(Br)cc1Br)NN1C(=O)c2ccccc2C1=O,-2,0
Cc1ccc(CN2CCNC(=O)C2CC(=O)N2CCN(c3ncccn3)CC2)o1 (stereo not given),5,-2
CN(C)S(=O)(=O)c1cccc(NC(=O)COC(=O)/C=C/c2ccc([N+](=O)[O-])cc2)c1,6,-2
CN1CCN(c2nc3c(c(=O)n(C)c(=O)n3C)n2CCSc2nnnn2-c2ccccc2)CC1,-7,6

# Compound profiles, from the list above. Screens in order: TAG inh | TAG inh DAPI viability
# CC(=O)Nc1ccc2c(c1)ncn2C1CCCCC1 is entered as 23 | -4
# Cc1ccc(CN2CCNC(=O)C2CC(=O)N2CCN(c3ncccn3)CC2)o1 (stereo not given) is entered as 5 | -2
# CCC(=O)Nc1cccc(C(=O)Nc2nccs2)c1 is entered as 8 | 7
# CCOC(=O)C(=CNc1ccc(O)c(C(=O)OC)c1)C(=O)OCC is entered as -19 | 6
# CN(C)S(=O)(=O)c1cccc(NC(=O)COC(=O)/C=C/c2ccc([N+](=O)[O-])cc2)c1 is entered as 6 | -2

# Other results
SMILES,TAG inh,TAG inh DAPI viability
CNC(=S)N1CCC(c2nc3ccccc3s2)CC1,15,-10
CC1(C)CC(=O)C(C(c2cc([N+](=O)[O-])ccc2Cl)C2C(=O)CC(C)(C)CC2=O)C(=O)C1,6,-5
O=C(CCN1CCOCC1)N/N=C/c1cc([N+](=O)[O-])ccc1OC(F)F,-1,8
COC(=O)c1ccc(-c2nc(-c3cccs3)no2)cc1,-2,6
CCCCn1c(N)c(N(CCOC)C(=O)C(C)N2C(=O)c3ccccc3C2=O)c(=O)[nH]c1=O (stereo not given),-4,0
COc1ccccc1CNC(=O)C(=O)NCCC1CCCCN1S(=O)(=O)c1ccc(C)cc1 (stereo not given),17,0
O=C(c1cccc2ccccc12)N1CCCCC1,7,-6
CCOc1ccc(-c2noc(-c3csc([C@@H]4C[C@H](O)[C@@H](CO)O4)n3)n2)cc1,-19,9
c1ccc(C(c2ccccc2)c2noc(CN3CCN(C4CCCC4)CC3)n2)cc1,-28,22
CCOC(=O)c1[nH]c2cc3c(cc2c1NC(=O)CN1CCN(CCO)CC1)OCO3,18,4
O=C1c2ccccc2C(=O)C1c1ccccn1,7,5
CCc1nc2ccc(C(=O)N(C)CCN(C)C)cn2c1N(C)Cc1cc2ccccc2s1,7,28
CC(=O)c1ccc(OCCCC(=O)OCC(=O)Nc2ccc3[nH]c(=O)[nH]c3c2)cc1,1,-4
O=C(CCCCn1c(=O)[nH]c2ccsc2c1=O)NCc1cccnc1,-14,12
CCCCn1c(NCc2cccs2)nc2ccccc21,-6,1
CCOC(=O)c1sc2nc(C)nc(SCC(=O)NC(C)CCc3ccccc3)c2c1C (stereo not given),28,-11
CSc1nc(NCCOCCO)c2sc3nc(-c4ccco4)c4c(c3c2n1)CCC4,49,17
COc1ccc(CC(=O)NC(C)c2nnc(SCC(=O)Nc3nc(C)cs3)n2C)cc1 (stereo not given),-21,12
Cc1cc(NC(=O)CN2CCCC(C)C2)n(-c2nc3ccccc3s2)n1 (stereo not given),-40,-7
Cc1c(C(=O)N2CCN(C/C=C/c3ccccc3)CC2)oc2c(F)cccc12,1,2
O=C(CN1C(=O)NC2(CCCCC2)C1=O)N1CCN(S(=O)(=O)/C=C/c2ccccc2)CC1,3,1
CN1CCCCCC1=Nc1ccc([N+](=O)[O-])cc1,-9,8
CC1(C(=O)NCc2ccc3c(c2)OCO3)CCN1CCc1ccccc1 (stereo not given),5,6
CC(C)c1cc(C(F)(F)F)nc(NNc2nc(C(C)C)cc(C(F)(F)F)n2)n1,-17,8
CC(Sc1nnc(-c2cccnc2)n1N)C(=O)N1CCOCC1 (stereo not given),-24,7
COc1ccc(N(CC(=O)N2CCCCCC2)S(=O)(=O)c2c(C)[nH]c(=O)[nH]c2=O)cc1,-18,2
COC(CNC(=O)c1cccc2c1C(=O)N(Cc1cccnc1)C2)OC,-3,2
O=C(O)c1cc(-c2cccnc2)nc2ccccc12,17,-9
Cc1cc(S(=O)(=O)N2CCCCCC2)c(Cl)cc1Cl,-3,-9
CCC(C)NCCOc1ccc(C)cc1[N+](=O)[O-] (stereo not given),0,5
Cc1ccc2[nH]c3nc(NN)nnc3c2c1,9,3
CS(=O)(=O)N1CCN(c2cccc(Cl)n2)CC1,-3,-6
CCOc1ccc(CCNC(=O)COn2nnc3ccc(S(=O)(=O)N4CCOCC4)cc32)cc1OCC,34,2
O=[N+]([O-])c1ccccc1S(=O)(=O)N1CCN(Cc2ccc3c(c2)OCO3)CC1,8,0
Cc1ccc(CSCCNC(=O)c2ccc(NS(C)(=O)=O)cc2)cc1,-2,-5
O=S1(=O)CCC(NC(=S)SCc2ccccc2Br)C1 (stereo not given),-3,-6
COCCN(C(=O)c1cc2c(s1)CCC2)c1c(N)n(CC(C)C)c(=O)[nH]c1=O,10,-10
CCc1ccccc1NC(=O)CN1CCN(C(=O)CNC(=O)c2ccc(-c3ccccc3)cc2)CC1,14,-5
CCCNC(=O)c1ccc(Cn2cc(-c3ccc(OC)cc3)nc2C(C)N)cc1 (stereo not given),9,-20
COc1ccc(CCNC(=O)CN(C)S(=O)(=O)c2cccc3nsnc23)cc1OC,-2,-7
Cc1ccc(NC(=S)C2=C(O)c3sccc3N(C)S2(=O)=O)cc1,-2,0
CC(C)[C@H](NC(=O)c1ccccc1Cl)C(=O)OCc1cc(=O)n2cc(Br)ccc2n1,-14,3
COc1ccccc1-n1cc(CN2CCN(C3CCCCC3)C(CCO)C2)cn1 (stereo not given),5,0
O=C(Nc1cccn2ncnc12)c1ccc(Cl)cc1Cl,-16,4
CCC(c1nnnn1CCOC)N1CCN(C(=O)c2ccco2)CC1 (stereo not given),9,-1
O=C1CCCN1CCCNS(=O)(=O)c1ccc(Cl)c(C(=O)N2CCOCC2)c1,0,-12
CCN(CC)CCN(C(=O)c1ccc2ccccc2c1)c1nc2cc3c(cc2s1)OCO3,-3,24
COc1ccccc1C(=O)NC(=O)COC(=O)c1cccc(NC(C)=O)c1,29,4

# Six structures out of the list, sorted by heavy-atom count, highest first:
SMILES,TAG inh,TAG inh DAPI viability
CCc1ccccc1NC(=O)CN1CCN(C(=O)CNC(=O)c2ccc(-c3ccccc3)cc2)CC1,14,-5
CCN(CC)CCN(C(=O)c1ccc2ccccc2c1)c1nc2cc3c(cc2s1)OCO3,-3,24
COc1ccc(CCNC(=O)CN(C)S(=O)(=O)c2cccc3nsnc23)cc1OC,-2,-7
COc1ccccc1-n1cc(CN2CCN(C3CCCCC3)C(CCO)C2)cn1 (stereo not given),5,0
COCCN(C(=O)c1cc2c(s1)CCC2)c1c(N)n(CC(C)C)c(=O)[nH]c1=O,10,-10
O=C(Nc1cccn2ncnc12)c1ccc(Cl)cc1Cl,-16,4

# The list continues.
SMILES,TAG inh,TAG inh DAPI viability
O=C1NC[C@H](Cc2ccc(O)cc2)N(CCc2cccc3ccccc23)C1=O,20,-7
COc1ccc(Br)c(Cn2c(C)c(C(=O)NCc3ccc(F)cc3)sc2=O)c1,-5,-11
C=CCn1c(C#N)c(N)sc1=N,-4,10
Cc1ccc(S(=O)(=O)n2ccc3cccnc32)cc1,-5,-5
CCC(=O)Nc1sc2c(c1C#N)CC(C)(C)NC2(C)C,-2,9
Cc1ccc(-c2nn3c(-c4ccccc4)nnc3o2)cc1,0,2
CCOC(=O)c1cc2c(nc1N)CC(C)(CC)OC2 (stereo not given),10,22
CCCOc1ccc(NC(=O)Cc2ccc(S(=O)(=O)N3CCOCC3)s2)cc1OCCC,31,-9
O=C1C=CC(=O)N1c1ccc2c(c1)C(NC(=O)C(F)(F)F)c1ccccc1-2 (stereo not given),-25,-3
CCn1cc(C(=O)NCc2cccc(F)c2)c(=O)c2cc(F)c(N3CCN(C(=O)c4ccco4)CC3)cc21,34,0
COc1ccccc1NC(=S)N1CCN(c2ncccn2)CC1,5,-2
NC(=O)C1(N2CCCCC2)CCN(C(=O)c2ccc(C#CC3(O)CCCCC3)cc2)CC1,3,1
COc1ccc(OC)c(NC(=O)C2CC(C)=C(C)CC2C(=O)O)c1 (stereo not given),-5,1
COc1ccc(Cl)cc1NC(=O)CN(C)C(=O)c1cc2c(s1)CCCC2,-6,-5
CCN(CC(=O)Nc1c(F)cccc1F)C(=O)CN1c2cccc3cccc(c23)S1(=O)=O,5,-7
O=C(O)C(CCC(C(=O)O)c1ccccc1)c1ccccc1 (stereo not given),6,4
CC1CCc2cc(F)ccc2N1C(=O)c1ccc2c(c1)OCO2 (stereo not given),11,-17
CC(C)NC(=O)N(O)C1N(C(C)C)C(=O)N(Cc2ccc3c(c2)OCO3)C1(C)C (stereo not given),-16,7
O=C(COC(=O)c1ccccc1SCC(=O)N1CCCC1)NC1CCCCC1,29,-3
Cc1nc(NS(=O)(=O)c2cccs2)c2c3c(sc2n1)CCC3,-4,5
OCCC1CN(Cc2ccccc2-c2ccco2)CCN1C1CCCC1 (stereo not given),-2,7
Cc1ccc(S(=O)(=O)N2CCCc3ccccc32)cc1,0,-2
C=CCSc1nc2c(c(=O)[nH]c(=O)n2C)n1CC,-11,-6
Cc1c(NC(=O)c2ccc3c(c2)OCO3)cccc1-c1nc2ccccc2o1,2,6
Cc1cccc(NC(=O)c2nnn(-c3cccc(C(F)(F)F)c3)c2N)c1,4,-6
CCCNC(=O)CS(=O)Cc1nc(-c2cccc(OC)c2)oc1C (stereo not given),3,2
CCOC(=O)c1ccccc1NC(=O)COC(=O)CCC(=O)N1CCOCC1,-17,3
Cc1ccc(N(C)S(=O)(=O)c2cccc(C(=O)N(C)Cc3cnn(-c4ccccc4)c3)c2)cc1,2,-9
